Assay outcomes from PubChem BioAssay.
WRN helicase inh: WRN helicase (human) inhibition | Q14191 | AID 651768 | Potency, µM (doses to about 114 µM), without a hit: at the highest dose activity change, negative = inhibition, usual class: inhibitors | WRN helicase unwinding, fluorescent forked duplex, kinetic | actives 0.46% (n = 360,000); further: potency means the concentration at half of the fitted maximal effect; on the % scale 0 is the no-effect control and ±100 the full control effect; nearly all actives have a fitted effect of over 55% in size
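Fluorescence dequenching readout, ex 525 nm/em 598 nm, kinetic mode: forked duplex DNA (100 nM final) with adjacent fluorophore and quencher unwound by WRN (20 nM final) with 2 mM ATP. Compound preincubation 15 min, room temperature.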
Abeta yeast res: A-beta toxicity reversal in yeast; actives 0.063% (n = 410,000); yeast expressing A-beta42, growth rescue, OD600, 48 h; response scale: 0% DMSO, 100% iron-clioquinol control; Potency, µM (doses to about 46.1 µM), for inactives: at the top dose growth rescue, hits mostly activators; further: potency means the concentration at half of the fitted maximal effect; nearly all actives have a fitted effect of over 55% in size
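Growth rescue measured by 600 nm absorbance after 48 h yeast culture at 30 C with compound. Values normalized between DMSO and an equimolar ferric chloride plus clioquinol control.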
PLK1 PBD block: blocks phosphopeptide binding to human PLK1 polo-box domain; P53350; Plk1 PBD binding of FITC phosphopeptide, fluorescence polarization; Potency, µM, inactives show max response, negative = inhibition, usual class: inhibitors; actives 2.8% (n = 360,000); further: potency means the concentration at half of the fitted maximal effect; series mostly up to about 57 µM; on the % scale 0 is the no-effect control and ±100 the full control effect; nearly all actives have a fitted effect of over 65% in size
Target sequence (P53350 whole entry, looked up, the tested form may be a part): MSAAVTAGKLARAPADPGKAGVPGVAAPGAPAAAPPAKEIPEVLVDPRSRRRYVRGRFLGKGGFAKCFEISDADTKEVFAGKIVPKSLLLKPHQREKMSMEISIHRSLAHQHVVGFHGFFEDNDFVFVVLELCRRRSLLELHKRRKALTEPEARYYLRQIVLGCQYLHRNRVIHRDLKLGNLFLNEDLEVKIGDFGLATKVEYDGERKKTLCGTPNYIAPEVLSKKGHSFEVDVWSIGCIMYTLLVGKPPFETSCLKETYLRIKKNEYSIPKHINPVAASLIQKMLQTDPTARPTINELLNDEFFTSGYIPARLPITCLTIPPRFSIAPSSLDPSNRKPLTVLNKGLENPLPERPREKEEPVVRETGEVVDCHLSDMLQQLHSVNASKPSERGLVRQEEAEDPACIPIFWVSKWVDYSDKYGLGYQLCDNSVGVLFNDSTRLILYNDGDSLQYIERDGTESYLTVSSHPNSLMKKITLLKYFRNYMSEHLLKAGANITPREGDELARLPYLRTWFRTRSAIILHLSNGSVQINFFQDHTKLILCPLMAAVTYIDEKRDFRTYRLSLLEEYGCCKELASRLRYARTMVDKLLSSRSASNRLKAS
PI5P4K alpha inh: blocks human PI5P4K alpha kinase activity; P48426; PI5P4Kalpha enzyme, ADP-Glo luminescence, 60 min; active compounds read low; max response, %; actives 1.2% (n = 330,000); active means max response of -50% or lower; inconclusive means between -30% and -50%; inactive means -30% or higher; further: value at the top dose of about 77 µM; on the % scale 0 is the no-effect control and ±100 the full control effect
Target sequence (P48426 whole entry, looked up): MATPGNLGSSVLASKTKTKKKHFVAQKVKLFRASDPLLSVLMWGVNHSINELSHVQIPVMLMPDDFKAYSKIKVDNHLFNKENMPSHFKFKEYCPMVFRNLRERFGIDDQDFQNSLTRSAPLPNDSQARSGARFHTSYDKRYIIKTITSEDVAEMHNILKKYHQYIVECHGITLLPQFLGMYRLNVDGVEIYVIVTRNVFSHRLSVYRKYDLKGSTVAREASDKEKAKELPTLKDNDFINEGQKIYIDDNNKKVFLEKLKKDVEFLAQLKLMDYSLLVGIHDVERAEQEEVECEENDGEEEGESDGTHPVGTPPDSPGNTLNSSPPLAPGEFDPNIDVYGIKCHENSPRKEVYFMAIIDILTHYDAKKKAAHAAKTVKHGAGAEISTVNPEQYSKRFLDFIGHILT
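PI5P4Kalpha ADP-Glo assay; 5 microM ATP final; 60 min RT reaction; HEPES pH 7.4/EGTA/CHAPS, 5% DMSO; controls lacking substrate or enzyme; luminescent end-point.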
EPAC1 antag: EPAC1 (human) antagonism. Potency, µM (top dose mostly 115 µM), without a hit: at the highest dose activity change, negative = inhibition, most hits filed as inhibitors. EPAC1 GEF assay, Rap1b-BODIPY-GDP exchange fluorescence. actives 0.14% (n = 360,000). O95398;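 further: potency means the concentration at half of the fitted maximal effect; plate controls were vehicle for no effect and positive control for full effect; nearly all actives have a fitted effect of over 50% in size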
FUS yeast rescue: suppressors of FUS proteinopathy in yeast. actives 0.24% (n = 390,000). AID 1347120. S. cerevisiae FUS-expressing, growth rescue, OD600, 24 h. Potency, µM (highest dose often 76.6 µM), inactives show at the highest dose growth rescue (activation), actives largely listed as activators;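 further: potency means the concentration at half of the fitted maximal effect; plate controls were DMSO vehicle for no effect and reference control for full effect; nearly all actives have a fitted effect of over 55% in size; some results filed as inactive show a strong effect at the top dose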
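Restored growth of FUS-toxic S. cerevisiae, read as 600 nm absorbance after 24 h at 30C in galactose medium (starting OD 0.005). Controls CP55940 and DMSO.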
IL2 activator: activates IL-2 in a cell-based reporter assay. activation, % (series mostly up to about 46 µM). IL-2 activation reporter assay, cell-based qHTS; stimulated with anti-CD3/CD4/CD28 beads; in transgenic mouse T cells. AID 652025. actives 0.065% (n = 360,000); in the data active means activation above about 50%; inconclusive means mostly about 30% to 49%; further: 0% is about no effect
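Unstimulated transgenic mouse T cells; 60-min compound exposure; bead-based TCR/CD4/CD28 stimulation; 18 h culture, 37 degrees C; dual fluorescence (EGFP, DsRed) plate cytometry.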
aSyn yeast inh: rescues yeast growth from alpha-synuclein toxicity; Yeast expressing alpha-synuclein, growth rescue, BacTiter-Glo, 24 h; Potency, µM (doses to about 46.1 µM), inactives show at the top dose growth rescue (activation), actives largely listed as activators; actives 0.14% (n = 370,000); AID 652106; further: potency means the concentration at half of the fitted maximal effect; % of control where 0% means no effect; nearly all actives have a fitted effect of over 65% in size
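Galactose-induced alpha-syn yeast (OD600=0.02, raffinose-pregrown) + pinned cpd, 24 hr, 30 deg C; growth by BacTiter-Glo luminescence. Growth restoration scores as activation.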
EPAC1 ag: EPAC1 (human) agonism | Potency, µM (series often up to 154 µM), without a hit: at the top dose activation, most hits filed as activators | O95398 | AID 720707 | actives 0.073% (n = 360,000) | EPAC1 agonist qHTS, biochemical assay; response scale: 100% = response to 6.5 mM cAMP; further: potency means the concentration at half of the fitted maximal effect; nearly all actives have a fitted effect of over 60% in size
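Fluorescent GDP-exchange assay: 100 nM EPAC1 with 250 nM Rap1B preloaded with BODIPY-GDP and 50 uM GDP; compounds tested as concentration series, 5 min at room temperature, then read every 5 min for 30 min (ex 480/em 540 nm); normalized to 6.5 mM cAMP.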
The depositor's hits bear a star; ? = inconclusive; / = not tested or not shown; [ ] = dose if it differs, or a comment. Unless noted, the call rests on the fitted dose curve; in most records, active means well fitted curve in the direction sought with a large enough effect; inconclusive means small, poorly fitted or top-dose-only effect, or another doubt; inactive means no such curve, though single readings can be large; an effect the other way counts as inactive or inconclusive.

Molecule,WRN helicase inh,Abeta yeast res,PLK1 PBD block,PI5P4K alpha inh,EPAC1 antag,FUS yeast rescue,IL2 activator,aSyn yeast inh,EPAC1 ag
Cc1cc(C)nc(N2CCCC(C(=O)NC(C)CCc3ccco3)C2)n1 (stereo not drawn),-8%,6%,-6%,/,1%,9%,1.2,3%,8%
C=CCNC(=O)c1c(Br)cnn1-c1ccc(C)cc1,3%,3%,-1%,0,0%,11%,0.0,3%,3%
COc1ccc(COC(=O)NC2CCN(S(=O)(=O)c3ccc(OC)cc3)CC2)cc1,0%,8%,-6%,/,-2%,20%,-1.3,0%,14%
COc1ccc2[nH]c(=O)c(CN(C(=O)c3ccccn3)C3CCCCC3)cc2c1,-11%,17%,?,4,-2%,13%,2.2,-8%,-3%
N#Cc1nc(COc2ccccc2)oc1N1CCOCC1,-1%,2%,1%,0,-2%,8%,-3.4,3%,-3%
Cc1ccc(CNC(=O)[C@H]2C[C@@H]2[C@H](NP(=O)(c2ccccc2)c2ccccc2)c2ccccc2)o1,-3%,5%,-4%,-13,-25%,20%,0.0,4%,-4%
COC(=O)c1cc(NC(=O)CC2CCCC2)cc(C(=O)OC)c1,-5%,25%,5%,9,-3%,12%,0.2,-8%,3%
COc1cccc(-c2nc(NCCN3CCOCC3)c3ccccc3n2)c1O,-19%[57.1 µM],12%,-11%,-1,-1%,?,-0.8,/,-7%
COc1ccc(S(=O)(=O)N2CCC3(CC2)OCCN3S(=O)(=O)c2cccs2)cc1OC,-1%,10%,-2%,-6,1%,2%,1.6,2%,?
CSc1nsc(SCc2ccc(Cl)cc2)n1,-1%,-5%,-19%,/,6%,18%,-2.0,-6%,9%
CN(C)Cc1c(C(=O)N/N=C/c2ccoc2)nnn1-c1nonc1N,-4%,-8%,-2%,-1,11%,-24%,-3.1,0%,7%
COC(=O)c1ccccc1NS(=O)(=O)c1cn(C)c(=O)n(C)c1=O,9%,1%,0%,-7,8%,-11%,-0.7,-1%,-6%
COC(=O)C(NS(=O)(=O)c1ccccc1Br)C(C)C (stereo not drawn),-4%,3%,-23%,17,-7%,-34%[inhibitor],0.3,0%,-9%
O=C(NCc1nnc(SCC(=O)N2CCCc3ccccc32)o1)c1ccccc1F,-17%,-2%,-24%,-2,13%,-4%,1.0,0%,-5%
Cc1ccc(Cl)c2sc(NC(=O)C3CC3)nc12,-6%,2%,-6%,9,-14%,-25%,-2.4,-8%,-1%
Clc1ccc(-c2nnc3sc(-c4ccc(Br)o4)nn23)c(Cl)c1,-33%,-4%,-6%,6,-21%,/,3.7,-13%,13%
Cc1ccc(S(=O)(=O)CCc2nnc(N)s2)cc1C,-7%,12%,2%,/,11%,-5%,-1.7,-5%,0%
O=C(Nc1nc2cc3c(cc2s1)OCO3)c1cccc(N2C(=O)CCC2=O)c1,-9%,7%,5%,1,-26%,-15%,-3.8,0%,-12%
O=S(=O)(/N=C(\c1ccccc1)N1CCOCC1)c1cccs1,-25%[57.1 µM],3%,-1%,1,16%,-34%,-2.0,-1%,-6%
CC(C)COP(=O)(OCC(C)C)C(O)c1ccc(N(C)C)cc1 (stereo not drawn),6%,-1%,-8%,2,12%,-11%,1.4,-2%,-15%

Full records, looked up by structure:
Cc1ccc(Cl)c2sc(NC(=O)C3CC3)nc12 is listed as WRN helicase inh = -6%; Abeta yeast res = 2%; PLK1 PBD block = -6%; PI5P4K alpha inh = 9; EPAC1 antag = -14%; FUS yeast rescue = -25%; IL2 activator = -2.4; aSyn yeast inh = -8%; EPAC1 ag = -1%
O=C(NCc1nnc(SCC(=O)N2CCCc3ccccc32)o1)c1ccccc1F is listed as WRN helicase inh = -17%; Abeta yeast res = -2%; PLK1 PBD block = -24%; PI5P4K alpha inh = -2; EPAC1 antag = 13%; FUS yeast rescue = -4%; IL2 activator = 1.0; aSyn yeast inh = 0%; EPAC1 ag = -5%

Next section
Molecule,WRN helicase inh,Abeta yeast res,PLK1 PBD block,PI5P4K alpha inh,EPAC1 antag,FUS yeast rescue,IL2 activator,aSyn yeast inh,EPAC1 ag
CCN1C(=O)C(=O)N(CC(=O)N(C)CC(=O)Nc2ccccc2C(F)(F)F)C1=O,6%,0%,3%,-1,13%,-8%,1.1,1%[1.84 µM],1%
CC(O)C(NS(=O)(=O)c1ccc(Cl)cc1)C(=O)OCC(=O)Nc1cccnc1Cl (stereo not drawn),-5%,-12%,-18%,2,?,18%,-1.0,-1%,8%
CCn1c(SCC(=O)c2ccc(OC)cc2)nnc1C(C)NC(=O)c1ccc(OC)cc1 (stereo not drawn),-14%,6%,-7%,-3,-10%,3%,0.5,0%,7%
Cc1cccc(C(=O)OCC(=O)c2ccc3c(c2)OCO3)c1O,?,-5%,0%,16,-19%,/,-1.4,-3%,24%
CC(C)(C)c1ccc(C(=O)N2CCN(c3ccc(N4CCOCC4)nn3)CC2)cc1,5%,11%,-3%,9,8%,-4%,-4.8,-3%,-2%
CC(c1cccs1)N(Cc1ccco1)C(=O)Nc1ccc(Cl)c(Cl)c1 (stereo not drawn),-7%,8%,2%,/,-1%,-3%,-0.2,6%,12%
CS(=O)(=O)Nc1cccc(C(=O)OCCCOc2ccc(F)cc2)c1,-3%,3%,-1%,5,-4%,18%,-0.7,6%,-5%
COc1cccc(Nc2nc(-c3ccc4c(c3)OCCO4)cs2)c1,-3%,-1%,?,1,-8%,-5%,-1.6,2%,7%
O=C(O)c1ccc(CCCc2ccccc2)cc1,-1%,-9%,-9%,1,-10%,-8%,-0.5,?,-4%
CC1CCCCN1C(=O)Nc1cccc(C(F)(F)F)c1 (stereo not drawn),4%,4%,-18%,-2,-18%,-5%,-2.5,0%,2%
CCCCCc1ccc(-c2cn(CCc3c[nH]c4ccccc34)nn2)cc1,-1%,4%,-3%,-2,-9%,-33%,0.4,-2%,-15%
O=C(NC1CCCCCCC1)c1c(Cl)cccc1Cl,-2%,-13%,-6%,-1,-3%,-4%,-0.5,0%,4%
Cc1ccc(NC(=O)CCN2C(=O)c3ccccc3S2(=O)=O)cc1F,-12%,1%,-2%,2,-6%,4%,0.8,-1%,-3%
O=C(CCNS(=O)(=O)c1ccccc1)NCCSc1ccc(Br)cc1,-1%,-7%,-6%,2,-4%,13%,0.8,6%,10%
CCN(CC)C(=O)Cn1c(=O)n(-c2ccccc2)c(=O)n1CC(=O)N(CC)CC,2%,13%,-2%,/,10%,-8%,0.6,-7%,-4%
CCOc1ccc(N2CC(O)=C(c3nc4ccccc4c(=O)[nH]3)C2=N)cc1,8%,-2%,0%,0,9%,-24%,-1.9,-1%,-5%
O=C(Cn1c2ccc(F)cc2c2nc3n(c(=O)c21)CCS3)NCC1CCCO1 (stereo not drawn),-3%,-12%,-5%,4,1%,14%,0.5,3%,-10%
Cc1ccc(NC(=O)CSc2ccc(Br)cc2)cc1S(=O)(=O)N1CCOCC1,-21%,22%,12µM*,-6,-23%,40%,-3.8,-6%,12%
COc1cc(/C=C(\C#N)c2ccccn2)ccc1OCc1ccccc1,-3%,-2%,-2%,4,1%,10%,-3.9,0%,1%
CC(=O)c1cccc(NC(=S)NC(=O)c2ccc(Br)cc2)c1,7%,3%,-5%,-3,10%,/,-3.6,2%,-4%
COc1cc(C(=O)OCC(=O)Nc2ccccc2)cc2c1OCCO2,1%,-6%,0%,-4,-5%,-8%,-1.0,?,6%
CN1CCN(C(=O)C2=C[C@@H](C3CCCCC3)C[C@@H](OCc3ccc(CO)cc3)O2)CC1,-5%,-12%,-2%,0,-7%,-9%,0.0,-4%,-13%
CCOC(=O)[C@@H]1[C@H]2COc3ccc(Br)cc3[C@@H]2N2C(=O)N(c3ccc(OC)cc3)C(=O)[C@@]12C,-1%,4%,-5%,0,-22%,?,1.5,7%,4%
OC[C@H]1O[C@@H](c2nc(-c3cccc4ccccc34)no2)[C@H](O)[C@@H]1O,-4%,4%,-10%,3,-2%,-17%,0.4,-1%,-2%
C/C(CC(=O)Nc1cccc2c1CCCC2)=N\NC(=O)Cc1ccccc1,-6%,5%,-5%,-1,?,3%,-0.4,3%,12%
CN(C)/C=C1\C(=O)NN=C1C(F)(F)F,8%,-14%,-19%,-6,12%,-6%,-1.9,-1%,3%
O=C(CN1CCCC1)N1CCN(c2ccccc2)CC1,3%,1%,2%,-3,-20%,4%,0.4,4%,-3%
Cn1c(SCC(=O)c2ccc(O)cc2O)nnc1-c1ccccc1,8%,-10%,-11%,-16,3%,31%,0.2,-7%,0%
COc1cc([N+](=O)[O-])ccc1N,0%,-10%,2%,-7,-19%,7%,-5.4,-2%,-2%
CCn1ncc(CN2CCN(C(=O)Nc3ccccc3C(=O)OC)CC2)c1C,-1%,-1%,-10%,3,4%,7%,-3.5,-6%,9%
CCOc1cccc(-c2nnc(SCC(=O)NC3CC3)n2C)c1,-2%,12%,-5%,4,-3%,25%,0.2,-4%,2%
NC(=O)C1CCCc2c1n(Cc1ccccc1)c1ccccc21 (stereo not drawn),0%,16%,0%,4,2%,16%,0.5,6%,4%
Cc1cccc(Nc2nc(N)nc(CN3CCC(C)CC3)n2)c1C,-11%,-3%,-10%,/,9%,-11%,-0.2,-11%,4%
